Bioassay records: PubChem BioAssay, National Center for Advancing Translational Sciences (NCATS)
Pol beta inh: DNA polymerase beta (human) inhibition. 340,000 compounds, 1.3% hits. P06746. Pol beta primer extension/strand displacement, fluorescence kinetic. Potency, µM (doses to about 114 µM), inactives show top-dose activity change, negative = inhibition, actives largely listed as inhibitors; further: potency means the concentration at half of the fitted maximal effect; on the % scale 0 is the no-effect control and ±100 the full control effect
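Curves were derived by four-parameter Hill fits of normalized qHTS data. The kinetic fluorescent primer-extension read was taken at 0 and 10 min after 50 nM substrate, following a 15 min room-temperature preincubation of 10 nM enzyme with compounds.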
APE1 inh: blocks human APE1 abasic DNA cleavage; recombinant APE1, TAMRA/BHQ-2 abasic DNA cleavage fluorescence; P27695; AID 2517; 350,000 compounds, 0.35% hits; Potency, µM (highest dose often 65.8 µM), inactives show at the top dose activity change, negative = inhibition, actives largely listed as inhibitors;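 further: potency means the concentration at half of the fitted maximal effect; plate controls were vehicle for no effect and reference inhibitor for full effect; nearly all actives have a fitted effect of over 55% in size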
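Endonuclease cleavage of a quenched abasic-site DNA duplex (50 nM) by APE1 (0.75 nM) was tracked by TAMRA dequenching. Compounds were preincubated with enzyme 15 min at room temperature; data normalized to buffer-only and DMSO wells plus NSC13755 control.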
Glioma ERSR ind: induces the endoplasmic reticulum stress response in human glioma cells. U87-MG GRP78 promoter luciferase reporter, 16 h. 420,000 compounds, 0.02% hits. Potency, µM, for inactives: at the highest dose activation, hits mostly activators; further: potency means the concentration at half of the fitted maximal effect; series mostly up to about 76 µM; % of control where 0% means no effect; nearly all actives have a fitted effect of over 35% in size
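Stably transfected U87-MG human glioma cells carrying a GRP78-based luminescent sensor were seeded at 1000 cells/well, pin-dosed with compounds and incubated 16 h. Luciferase reagent was then added, and end-point luminescence was read after 10 min at room temperature.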
LDHA inh: LDHA (human) enzyme inhibition; AID 1347041; P00338; 480,000 compounds, 0.15% hits; purified LDHA, NADH/diaphorase-resazurin fluorescence; active compounds read low; activity change, % (values are at about 110 or 230 µM); in the data active means activity change below about -30%; inconclusive means mostly about -25% to -30%;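 further: plate controls were DMSO wells for no effect and wells without enzyme for full effect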
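Human LDH5 at 2 nM final in Tris HCl pH 7.4 with 0.06 mM NADH and 0.2 mM pyruvate, reacted 5 minutes at room temperature. Remaining NADH coupled via diaphorase/resazurin; resorufin fluorescence read at 0 and 20 minutes, normalized to enzyme-free and DMSO wells.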
POLK inh: DNA polymerase kappa (human) inhibition | 400,000 compounds, 0.53% hits | Potency, µM (titrated, usually from 107 µM), for the others: at the top dose activity, negative = inhibition, most hits filed as inhibitors | AID 588579 | purified Pol kappa, fluorescent DNA synthesis assay, 10 min; further: potency means the concentration at half of the fitted maximal effect; on the % scale 0 is the no-effect control and ±100 the full control effect
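Fluorescent qHTS in 1536-well format: enzyme (10 nM) and compound sat 15 min at room temperature before 50 nM substrate (final) was added. Signal taken at 0 and 10 min; no-enzyme buffer wells were negative controls.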
BLM inh: Bloom syndrome helicase (human) inhibition; P54132; recombinant BLM DNA unwinding, fluorescence dequenching; Potency, µM (titrated, usually from 56.1 µM), for inactives: at the highest dose activity change, negative = inhibition, usual class: inhibitors; 350,000 compounds, 0.2% hits; AID 2528;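 further: potency means the concentration at half of the fitted maximal effect; plate controls were vehicle for no effect and no enzyme for full effect; nearly all actives have a fitted effect of over 35% in size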
POLH inh: inhibitors of human DNA polymerase eta. Q9Y253. recombinant Pol eta, fluorescent DNA replication assay. Potency, µM (titrated, usually from 114 µM), for the others: at the top dose activity change, negative = inhibition, most hits filed as inhibitors. 390,000 compounds, 1.2% hits. AID 588591; further: potency means the concentration at half of the fitted maximal effect; on the % scale 0 is the no-effect control and ±100 the full control effect
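Pol eta at 10 nM preincubated with compounds 15 min at room temperature; reaction started with fluorescent substrate (50 nM final) and read kinetically at 0 and 10 min.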
Pol iota inh: inhibitors of human DNA polymerase iota | 390,000 compounds, 1% hits | Pol iota fluorescent replication assay, 10 min | Potency, µM (top dose mostly 115 µM), inactives show top-dose activity, negative = inhibition, most hits filed as inhibitors; further: potency means the concentration at half of the fitted maximal effect
Target sequence (Q9UNA4 whole entry, looked up): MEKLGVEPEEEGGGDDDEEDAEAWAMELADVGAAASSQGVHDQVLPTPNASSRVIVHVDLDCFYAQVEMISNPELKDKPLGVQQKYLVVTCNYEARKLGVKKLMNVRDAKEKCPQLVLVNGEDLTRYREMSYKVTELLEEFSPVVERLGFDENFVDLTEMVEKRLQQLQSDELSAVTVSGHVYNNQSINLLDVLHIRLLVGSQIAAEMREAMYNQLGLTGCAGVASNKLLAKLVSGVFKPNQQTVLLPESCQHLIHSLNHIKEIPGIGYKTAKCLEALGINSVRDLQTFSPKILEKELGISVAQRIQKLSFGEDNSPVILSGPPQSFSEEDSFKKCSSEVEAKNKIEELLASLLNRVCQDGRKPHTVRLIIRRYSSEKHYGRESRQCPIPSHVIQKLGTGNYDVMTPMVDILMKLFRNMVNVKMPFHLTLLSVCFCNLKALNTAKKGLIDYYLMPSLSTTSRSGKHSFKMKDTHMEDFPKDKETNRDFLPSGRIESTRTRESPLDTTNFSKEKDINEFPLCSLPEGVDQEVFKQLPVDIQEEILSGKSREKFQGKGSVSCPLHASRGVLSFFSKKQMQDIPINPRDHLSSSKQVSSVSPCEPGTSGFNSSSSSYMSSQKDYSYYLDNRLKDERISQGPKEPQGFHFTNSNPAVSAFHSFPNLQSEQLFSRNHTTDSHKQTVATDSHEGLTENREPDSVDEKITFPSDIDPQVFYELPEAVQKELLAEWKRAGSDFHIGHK
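Pol iota at 10 nM preincubated 15 min with compounds at room temperature; reaction started with fluorescent substrate, 50 nM final. Fluorescence read kinetically at 0 and 10 min; buffer-only wells as negative control.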
Anesthetic bind: candidate novel general anesthetic via apoferritin binding; 350,000 compounds, 0.074% hits; Potency, µM (highest dose often 77.5 µM), inactives show at the top dose activity change, negative = displacement, actives largely listed as inhibitors; apoferritin/1-aminoanthracene competitive binding, fluorescence; further: potency means the concentration at half of the fitted maximal effect; on the % scale 0 is the no-effect control and ±100 the full control effect; nearly all actives have a fitted effect of over 20% in size
Target sequence (P02791 2-175 limits assumed): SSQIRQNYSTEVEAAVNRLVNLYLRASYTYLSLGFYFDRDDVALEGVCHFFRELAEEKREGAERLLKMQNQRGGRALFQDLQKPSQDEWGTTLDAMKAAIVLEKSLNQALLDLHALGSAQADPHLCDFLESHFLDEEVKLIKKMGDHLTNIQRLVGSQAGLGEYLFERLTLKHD
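Read-out: endpoint 1-AMA fluorescence, excitation 380 nm and emission 535 nm, after compounds sit 10 min at room temperature with 10 uM horse-spleen apoferritin in 50% saturated 1-AMA/PBS. Values come from four-parameter Hill fits.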
The depositor's hits bear a star; ? = inconclusive; nt = no result given; & = joins results of further samples; [ ] = dose if it differs, or a comment. Unless noted, the call rests on the fitted dose curve; in most records, active means well fitted curve in the direction sought with a large enough effect; inconclusive means small, poorly fitted or top-dose-only effect, or another doubt; inactive means no such curve, though single readings can be large; an effect the other way counts as inactive or inconclusive.

1: COc1cccc(/C=C2\SC(=S)N(NC(=O)c3ccncc3)C2=O)c1
2: CC/C(=C/c1sc2ccccc2[n+]1CC)SC
3: CCN1CCN(C(=O)CCS(=O)(=O)c2cc3c(cc2Cl)NC(=O)CO3)CC1
4: COc1ccccc1OCCCCNC(C)(C)C
5: CC(C)(C)[C@H]1C=C(C(=O)Nc2ccccc2)O[C@@H](OCCCCO)C1
6: COc1ccccc1NC(=O)Cn1c(=O)n(Cc2ccc3c(c2)OCO3)c(=O)c2oc3ccccc3c21
7: O=C1C=C(NCc2ccco2)C2(CCCCC2)O1
8: COc1ccc(NC(=O)Nc2cc(F)ccc2C)cc1

Screen / compound no.	1	2	3	4	5	6	7	8
Pol beta inh	-1%	9%	8%	5%	nt	0%	-14%	2%
APE1 inh	-7%	-2%	8%	0%	nt	nt	0%	2%
Glioma ERSR ind	-2%	-5%	-2%	-1%	4%	-3%	-4%	-5%
LDHA inh	2	0	-7	-5	-1	3	-5	-5
POLK inh	-5%	-5%	6%	-9%	5%	-6%	-1%	-24%
BLM inh	-6%	5%	1%	-6%	nt	-1%	0%	-5%
POLH inh	13%	-19%	0%	-3%	-19%	-16%	0%	-17%
Pol iota inh	3%	-4%	5%	4%	6%	22%	7%	125%[activator]
Anesthetic bind	0%	5%	-9%	-5%	nt	-9%	-3%	-3%

9: COc1ccc(S(=O)(=O)Nc2ccc3c(c2)CCC3)cc1
10: Cc1[nH]c(=O)[nH]c(=O)c1CSc1nnc(CCCCCNC(=O)OC(C)(C)C)o1
11: Nc1ncc(Br)cc1S(=O)(=O)NC1CCCCC1
12: Nn1c(-c2ccccc2)nc2ccccc2c1=O
13: O=C(Nc1ncn[nH]1)c1ccc(Cl)c(S(=O)(=O)Nc2ccc(Cl)cc2)c1
14: O=C(C(NS(=O)(=O)c1cccs1)c1ccccc1)N1CCN(c2ccccc2F)CC1 (stereo unspecified)
15: Cc1cc(C(=O)CSc2nc3ccccc3[nH]2)c(C)n1C
16: CC(C)NC(=O)CN(Cc1ccccc1)S(=O)(=O)c1ccccc1

Screen / compound no.	9	10	11	12	13	14	15	16
Pol beta inh	5%	-1%	2%	8%	27%	?	-18%	-26%
APE1 inh	11%	0%	56%[activator]	-7%	2%	1%	2%	2%
Glioma ERSR ind	-3%	-3%	-3%	1%	-1%	-4%	-11%	-3%
LDHA inh	2	-12	1	-1	2	3	-2	-8
POLK inh	-4%	-2%	13%	4%	-7%	-3%	0%	2%
BLM inh	0%	3%	-2%	-1%	0%	-6%	-9%	-2%
POLH inh	-14%	-8%	-12%	-5%	-10%	-12%	-6%	-13%
Pol iota inh	72%[activator]	2%	2%	33%[activator]	-11%	1%	-2%	25%
Anesthetic bind	-13%	-7%	-36%	-18%	-3%	-14%	-1%	-13%

17: CSc1ccccc1C(=O)Nc1cccc([N+](=O)[O-])c1
18: Cc1ccc(NC(=O)C2=C(C(=O)O)CCCC2)cc1Br
19: Cc1ccc(S(=O)(=O)NCCCCCC(=O)Nc2cccc(C)c2)cc1
20: CCOC(=O)c1ccc(NC(=S)N2CCCC(C(=O)OCC)C2)cc1 (stereo unspecified)
21: Cc1cccc(CSc2ccc3nnc(-c4cccs4)n3n2)c1
22: Cc1ccc(S(=O)(=O)N2CCCC(c3nc4c(nnn4Cc4ccc(OC(F)(F)F)cc4)c(=O)[nH]3)C2)cc1 (stereo unspecified)
23: CC(C)(C)c1ccc(OCC(O)CS(=O)(=O)c2ccccn2)cc1 (stereo unspecified)
24: COc1ccc(NC(=O)CN(C)C(=O)c2cc(CN3C(=O)c4ccccc4C3=O)ccc2OC)cc1

Screen / compound no.	17	18	19	20	21	22	23	24
Pol beta inh	-17%	6%	29%	16%	13%	9%	30%	nt
APE1 inh	0%	46%	6%	3%	8%	nt	-3%	-10%
Glioma ERSR ind	-5%	-3%	-4%	2%	-2%	0%	7%	-4%
LDHA inh	-8	-2	-7	-4	-11	-3	9	-3
POLK inh	-25%	3%	3%	-2%	-1%	-17%	-11%	-2%
BLM inh	-13%	-5%	3%	-5%	1%	-1%	-5%	nt
POLH inh	-18%	-17%	-19%	-2%	-19%	9%	-12%	-10%
Pol iota inh	175%[activator]	86%[activator]	14%	15%	19%	-16%	?	12%
Anesthetic bind	-15%	?	4%	-15%	-13%	4%	?	nt

Entries 16 to 22 from above:
16: CC(C)NC(=O)CN(Cc1ccccc1)S(=O)(=O)c1ccccc1
17: CSc1ccccc1C(=O)Nc1cccc([N+](=O)[O-])c1
18: Cc1ccc(NC(=O)C2=C(C(=O)O)CCCC2)cc1Br
19: Cc1ccc(S(=O)(=O)NCCCCCC(=O)Nc2cccc(C)c2)cc1
20: CCOC(=O)c1ccc(NC(=S)N2CCCC(C(=O)OCC)C2)cc1 (stereo unspecified)
21: Cc1cccc(CSc2ccc3nnc(-c4cccs4)n3n2)c1
22: Cc1ccc(S(=O)(=O)N2CCCC(c3nc4c(nnn4Cc4ccc(OC(F)(F)F)cc4)c(=O)[nH]3)C2)cc1 (stereo unspecified)

Screen / compound no.	16	17	18	19	20	21	22
Pol beta inh	-26%	-17%	6%	29%	16%	13%	9%
APE1 inh	2%	0%	46%	6%	3%	8%	nt
Glioma ERSR ind	-3%	-5%	-3%	-4%	2%	-2%	0%
LDHA inh	-8	-8	-2	-7	-4	-11	-3
POLK inh	2%	-25%	3%	3%	-2%	-1%	-17%
BLM inh	-2%	-13%	-5%	3%	-5%	1%	-1%
POLH inh	-13%	-18%	-17%	-19%	-2%	-19%	9%
Pol iota inh	25%	175%[activator]	86%[activator]	14%	15%	19%	-16%
Anesthetic bind	-13%	-15%	?	4%	-15%	-13%	4%

Additional results.
25: CC(C)c1ccc(NC(=O)C(c2ccccc2)N(C)C(=O)c2cnccn2)cc1 (stereo unspecified)
26: O=C(O)c1ccc2nc(-c3ccccc3)c(-c3ccccc3)nc2c1
27: CN(c1ccccc1)S(=O)(=O)c1cccc(C(=O)NNC(=O)c2ccncc2)c1
28: O=C(c1c(F)cccc1F)N1CCCc2ccccc21
29: CCCN(CC(=O)Nc1ccc(C(N)=O)cc1)CC(=O)Nc1ccc(F)c(F)c1F
30: O=C1N=C(N2CCOCC2)S/C1=C/c1cccs1
31: Oc1ccc(O)c(Cc2nc3ccccc3s2)c1
32: CON1C(=O)C(=O)N(OC)C2CCCCC21 (stereo unspecified)

Screen / compound no.	25	26	27	28	29	30	31	32
Pol beta inh	-21%	5%	nt	35%	-1%	29%	?	21%
APE1 inh	1%	5%&5%	27%	9%	-8%	12%	-5%	3%
Glioma ERSR ind	-3%	-2%&-4%	-4%	-3%	-3%	0%	-5%	-3%
LDHA inh	-5	-1	-4	-7	-5	-11	6	-6
POLK inh	3%	8%[19.4 µM]	1%	3%	-3%	-10%	-15%	-6%
BLM inh	-10%	5%	nt	-7%	-5%	-1%	-4%	0%
POLH inh	13%	?	-22%	-6%	5%	-3%	-3%	-7%
Pol iota inh	148%[activator]	16%	24%	129%[activator]	?	1%[58.9 µM]	11%	?
Anesthetic bind	-18%	1%&5%	nt	?	3%	-23%	?	-3%

33: CS(=O)(=O)N(CC(=O)NCCC1=CCCCC1)C1CCCCC1
34: CCOc1ccc(C(=O)NCc2ccncc2)cc1OCC
35: Clc1nnc(NN=C2CCCC2)c2ccccc12
36: O=C(C1CCN(S(=O)(=O)c2cccs2)CC1)N(c1ccccn1)C1CCCCC1
37: Cc1cc(C(=O)OCC(=O)c2ccc(Br)s2)no1
38: COc1ccc(C(=O)NC(=S)Nc2cccnc2)cc1OC
39: Cc1cc2oc(C(=O)Nc3c(C)n(C)n(-c4ccccc4)c3=O)cc(=O)c2cc1C
40: CCN(CC)S(=O)(=O)c1ccc2oc(C(=O)NC3CCCc4ccccc43)c(C)c2c1 (stereo unspecified)
41: O=C(Nc1ccc(NC(=O)c2cccs2)c(Cl)c1)c1ccco1

Screen / compound no.	33	34	35	36	37	38	39	40	41
Pol beta inh	21%	4%	0%	23%	?	2%	17%	8%	0%
APE1 inh	-1%	9%	-2%	14%	?	-1%	nt	-3%	-4%
Glioma ERSR ind	-1%	-4%	3%	-4%	-2%	-2%	-4%	-4%	-3%
LDHA inh	4	-4	-2	-3	-3	-3	-4	-6	-2
POLK inh	-6%	-8%	-3%	16%	8%	-13%	2%	-6%	3%
BLM inh	-5%	-2%	-9%	-1%	-7%	2%	-1%	-9%	-4%
POLH inh	-2%	-19%	-8%	-7%	-22%	3%	-16%	-5%	-2%
Pol iota inh	3%	1%	29%	24%	52%[activator]	54%[activator]	8%	?	45%[activator]
Anesthetic bind	4%	-9%	-17%	-3%	?	-10%	-6%	-5%	?

An excerpt. The share of hits here may be higher or lower than overall.
